influenza NS1A: H1N1 influenza NS1A inhibitors, functional cell based assay (AID 504329) | inhibition, % at 12.5 µM; hits with a dose series show IC50 in µM | NS1A functional cell-based assay, percent inhibition; higher % means a stronger effect | 340,000 compounds, 0.3% hits; in the data active = a potency from the dose series; inconclusive = inhibition above about 27% without an active follow-up result; also: strong numbers were not always called active
M. tuberculosis: growth inhibition of non-replicating M. tuberculosis (AID 488890). inhibition, % at 25 µM, or IC50 in µM where a hit was titrated. 320,000 compounds, 0.39% hits. Mycobacterium tuberculosis non-replicating, growth inhibition; higher % means a stronger effect; in the data active = a potency from the dose series; inconclusive = inhibition mostly from about 82% at the one dose, without a potency; inactive = the rest, 99 in 100 with inhibition below about 76%;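 also: plate controls were DMSO cells for no effect and high antibiotic wells for full effect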
Salmonella PhoP GFP: PhoP regulon inhibitors, Salmonella typhi PhoP promoter GFP reporter, confirmatory (AID 1850). Salmonella Typhi PhoP-promoter GFP reporter, fluorescence, 4 h; higher % means a stronger effect. 310,000 compounds, 0.33% hits. inhibition, % at 50 µM, or IC50 in µM where a hit was titrated; in the data active = a potency from the dose series; inconclusive = inhibition mostly from about 25% at the one dose, without a potency; inactive = the rest, 99 in 100 with inhibition below about 19%;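 also: 0% = induced wells with vehicle and 100% = uninduced wells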
inhibitors of VEEV: inhibitors of VEEV TC-83 cytopathic effect, confirmation, Vero cells (AID 588727) | Vero cells, VEEV TC-83 cytopathic effect inhibition; higher % means a stronger effect | inhibition, % at 20 µM, or IC50 in µM where a hit was titrated | 350,000 compounds, 0.13% hits; in the data active = a potency from the dose series; inconclusive = inhibition mostly from about 14% at the one dose, without a potency; inactive = the rest, 99 in 100 with inhibition below about 12%; also: strong numbers were not always called active
M. tuberculosis HTS: M. tuberculosis growth inhibition, HTS (AID 449762); 330,000 compounds, 0.59% hits; one-dose inhibition, % at 25 µM; IC50 in µM for titrated hits; M. tuberculosis H37Rv growth inhibition, 7H9 media; higher % means a stronger effect; in the data active = a potency from the dose series; inconclusive = inhibition above about 70% without an active follow-up result;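 also: bacterial growth assessed after seven days of incubation; strong numbers were not always called active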
inhibitors of VEEV 10K pilot screen: recorded beside inhibitors of VEEV, whose call it bears; inhibition, %; measured here: 10K pilot screen inhibition
Numbers without * were called inactive; i = inactive; ? = inconclusive; · = not tested or not shown.

SMILES | influenza NS1A | M. tuberculosis | Salmonella PhoP GFP | inhibitors of VEEV | M. tuberculosis HTS | others
Cc1oc2c(C)c3oc(=O)c(CCC(=O)O)c(C)c3cc2c1-c1ccccc1 | -7.7% | -7.7% | 4.5% | 0.9% | 1.1%
Cc1ccc(C)c(C(=O)Nc2nc3ccccc3[nH]2)c1 | 6.0% | 13.6% | -8.7% | 2.3% | 15.0%
CC1(C)C(C(=O)O)N2C(=O)C(NC(=O)Cc3ccccc3)C2S1=O (configuration not stated) | -10.9% | 6.6% | -0.1% | i | -5.4%
CCc1ccccc1N1C(=O)C2C3CC(=O)C(c4ccccc43)C2C1=O (configuration not stated) | -1.9% | 8.3% | -3.9% | 0.3% | 64.5%
O=c1[nH]c(SCc2ccccc2Cl)nc2[nH]ncc12 | -9.9% | 1.0% | -7.5% | 2.7% | 9.9%
CCOC(=O)C1CCCN(S(=O)(=O)c2ccc(C)cc2)C1 (configuration not stated) | 4.2% | 4.8% | 0.3% | 2.9% | -1.6%
Cc1[nH]n(-c2nc(-c3cccc([N+](=O)[O-])c3)cs2)c(=O)c1C | -3.6% | -0.6% | -0.3% | 3.5% | 63.3%
COc1ccc(C(=O)C[n+]2ccccc2/C=N/O)cc1 | -1.3% | -14.6% | 4.0% | 0.3% | -2.5%
CC(=O)N(C)c1cccc(-c2ccc3nnc(C)n3n2)c1 | 4.7% | 30.7% | -2.4% | 0.1% | 7.9%
CN(C)c1ccc(/C=C(\C#N)C(=O)OCC(=O)N(C)C2CCS(=O)(=O)C2)cc1 (configuration not stated) | -1.3% | -11.0% | · | 1.4% | -3.0%

Of the compounds above, three contain an NH in an aromatic ring.
SMILES | influenza NS1A | M. tuberculosis | Salmonella PhoP GFP | inhibitors of VEEV | M. tuberculosis HTS | others
Cc1ccc(C)c(C(=O)Nc2nc3ccccc3[nH]2)c1 | 6.0% | 13.6% | -8.7% | 2.3% | 15.0%
O=c1[nH]c(SCc2ccccc2Cl)nc2[nH]ncc12 | -9.9% | 1.0% | -7.5% | 2.7% | 9.9%
Cc1[nH]n(-c2nc(-c3cccc([N+](=O)[O-])c3)cs2)c(=O)c1C | -3.6% | -0.6% | -0.3% | 3.5% | 63.3%

(list continues)
SMILES | influenza NS1A | M. tuberculosis | Salmonella PhoP GFP | inhibitors of VEEV | M. tuberculosis HTS | others
O=C(CC(Sc1ccc(Br)cc1)C(=O)O)c1ccc(Br)cc1 (configuration not stated) | · | ? | 4.5% | · | 37.9%
CC1CCCN(C(=O)COC(=O)Cc2c(F)cccc2Cl)C1 (configuration not stated) | 4.9% | 19.0% | 8.1% | 0.7% | 4.4%
O=C(COC(=O)c1ccccc1)Nc1ccccc1Sc1ccccc1 | -7.1% | 29.1% | -7.0% | 0.5% | -1.5%
CCOC(=O)/C=C(\C)Sc1cc(O)c2ccccc2c1O | 13.9% | · | · | 5.6% | ·
CCN(CC)c1ccc(S(=O)(=O)N2CCCCC2)cc1NC(=O)CSCc1c(C)noc1C | 3.9% | · | · | 7.7% | ·
CCN1C(=O)[C@H]2[C@@H](c3ccc(-c4ccc(F)cc4)cc3)N[C@@](C)(C(=O)OC)[C@H]2C1=O | -1.8% | 17.8% | · | 0.1% | 2.6%
Cc1cccc(Nc2nc(N)nc(CCl)n2)c1 | -0.4% | ? | 6.0% | 12.7% | ?
Cc1ccc(Cn2nnc3c(=O)n(CC(=O)N4CCCc5ccccc54)cnc32)cc1 | -2.8% | -5.2% | -12.0% | 0.8% | -1.4%
C/C(=N\NC(=O)c1sccc1-n1cccc1)c1cccs1 | -7.6% | 2.8% | 3.4% | 1.4% | 9.2%
O=C(Cc1cccc(NC(=O)C2CCCN(C(=O)C3CCCCC3)C2)c1)Nc1ccc(C(=O)N2CCOCC2)cc1 (configuration not stated) | -1.6% | · | · | 1.4% | ·
COC(=O)c1ccc(OC(=O)CCN2C(=O)C3CCCCC3C2=O)cc1 (configuration not stated) | -6.3% | 43.8% | -18.3% | 0.7% | 2.2%
Cc1ccc(NC(=O)COC(=O)CN2CCCCCC2=O)c(C)c1 | -2.1% | 6.6% | · | 1.9% | 0.5%
CCCc1nnc(NC(=O)Nc2ccc(OC)cc2)s1 | 3.6% | 4.5% | -8.9% | i | -1.9%
CNC(=O)c1ccccc1Sc1ccccc1C#N | -5.8% | 0.5% | -6.0% | 0.9% | 2.5% | inhibitors of VEEV 10K pilot screen=0.8
CCOc1cc(NC(=O)c2ccccn2)c(OCC)cc1NC(=O)c1ccc(OC)cc1 | -12.2% | 16.6% | -6.2% | 0.1% | -0.5%
CCCCn1c(SCC(=O)NC2CCS(=O)(=O)C2)nc2cc(S(N)(=O)=O)ccc21 (configuration not stated) | 9.1% | 4.9% | 13.5% | 0.7% | 5.8%
Cc1ccsc1C(=O)Nc1ccc(S(=O)(=O)N2CCOCC2)cc1 | 23.4% | -16.8% | · | 0.1% | -3.6%
CC1(C)CC(CC(=O)O)CC(C)(C)N1 | -4.6% | -8.4% | 9.5% | 0.5% | -2.1%
CC1(NCc2ccc(Cl)cc2)COP(=O)(NCc2ccccc2)OC1 (configuration not stated) | 12.2% | · | · | i | ·
COc1cc(NC(=O)CN2C(=O)NC(C)(c3ccc4ccccc4c3)C2=O)c(C)cc1[N+](=O)[O-] (configuration not stated) | 0.8% | 16.8% | -11.7% | 6.8% | 65.3%
CCOC(=O)/C=C/C(=O)Nc1ccc(S(=O)(=O)N2CCc3ccccc32)cc1 | -6.2% | 59.3% | -1.3% | 0.0% | 10.2%
COc1ccc(NC2CCCN(C(=O)c3ccc4nc(C)c(C)nc4c3)C2)cc1OC (configuration not stated) | 0.0% | 12.7% | -2.5% | 0.4% | -4.3%
COc1ccc(C(c2sc3nc(C)nn3c2O)N2CCC(O)CC2)cc1OC (configuration not stated) | -0.7% | -19.9% | 0.6% | 1.3% | 2.6%
CC(C)C1Nc2ccc(S(N)(=O)=O)cc2C2C=CCC21 (configuration not stated) | -0.2% | · | -3.1% | 0.9% | 1.8%
O=C(COC(=O)C1CCN(S(=O)(=O)c2ccc3c(c2)OCCO3)CC1)Nc1cccc2ccccc12 | -10.2% | 36.8% | -7.0% | 0.4% | 11.5%
CN(C)C(=O)/C(=C\c1cccc(Oc2ccccc2)c1)NC(=O)c1ccccc1 | -3.6% | 20.6% | 6.1% | 0.6% | 2.6%
Cc1nnc(SCC(=O)NCC2CCCO2)n1Cc1ccccc1 (configuration not stated) | -10.5% | -0.2% | · | 0.2% | 11.1%
COc1ccc(CN2CCN(S(=O)(=O)c3ccc(F)cc3)CC2)c(OC)c1OC | -4.3% | 1.9% | -12.0% | 1.1% | 9.5%
CC(C)CC1Nc2ncnc(N3CCOCC3)c2N(Cc2ccccc2)C1=O (configuration not stated) | -2.5% | 5.3% | · | 0.5% | -1.4%
CN(CC(=O)Nc1ccccc1Cl)C(=O)COC(=O)/C=C/c1ccccc1 | 5.5% | -3.7% | 2.8% | 8.1% | 4.7%
COc1ccc(C2=NOC3(CC(=O)N(c4ccc(C)cc4)C3=O)C2)cc1 (configuration not stated) | -0.5% | 0.9% | 7.2% | 1.8% | -1.7%
COc1cccc(C(=O)Nc2ccc3nc4n(c(=O)c3c2)CCCC4)c1 | -23.4% | -8.4% | -1.0% | 2.7% | 3.6%
Cc1ccc(S(=O)(=O)NCC(c2cccnc2)N2CCN(Cc3ccccc3)CC2)cc1 (configuration not stated) | -5.7% | 14.6% | -6.2% | 1.2% | -10.1%
Oc1cccc(NC(=S)Nc2cccnc2)c1 | 1.2% | -12.6% | -0.3% | 0.1% | -3.8% | inhibitors of VEEV 10K pilot screen=0.8
COc1ccc(NC(=O)CC2C(=O)N(c3cccc(C)c3)C(=O)N2C2CCCCC2)cc1 (configuration not stated) | 0.9% | 13.4% | -10.6% | 1.7% | -0.6%
COc1ccc(-c2cn(-c3ccc(C)cc3C)c(=S)[nH]2)cc1OC | 7.1% | -14.5% | -8.4% | 0.7% | 5.2%
COc1ccccc1C(c1nnnn1C(C)(C)C)N1CCN(Cc2ccccc2)CC1 (configuration not stated) | -6.0% | -4.1% | -2.7% | 0.3% | -8.2%
CCOC(=O)C1CCN(C(c2cc3ccc(C)c(C)c3[nH]c2=O)c2nnnn2C2CCCCC2)CC1 (configuration not stated) | -5.7% | 14.5% | 0.9% | i | 4.2%
CC(SCc1cn2cc(Cl)ccc2n1)C(=O)O (configuration not stated) | -22.2% | 1.1% | 6.8% | 0.8% | 2.0%
Cc1c(NC(=O)c2noc(C(C)C)c2[N+](=O)[O-])c(=O)n(-c2ccccc2)n1C | -7.5% | · | 13.2% | 0.5% | -0.9%

In the list so far, five contain a COOH group:
SMILES | influenza NS1A | M. tuberculosis | Salmonella PhoP GFP | inhibitors of VEEV | M. tuberculosis HTS | others
Cc1oc2c(C)c3oc(=O)c(CCC(=O)O)c(C)c3cc2c1-c1ccccc1 | -7.7% | -7.7% | 4.5% | 0.9% | 1.1%
CC1(C)C(C(=O)O)N2C(=O)C(NC(=O)Cc3ccccc3)C2S1=O (configuration not stated) | -10.9% | 6.6% | -0.1% | i | -5.4%
O=C(CC(Sc1ccc(Br)cc1)C(=O)O)c1ccc(Br)cc1 (configuration not stated) | · | ? | 4.5% | · | 37.9%
CC1(C)CC(CC(=O)O)CC(C)(C)N1 | -4.6% | -8.4% | 9.5% | 0.5% | -2.1%
CC(SCc1cn2cc(Cl)ccc2n1)C(=O)O (configuration not stated) | -22.2% | 1.1% | 6.8% | 0.8% | 2.0%

The results go on.
SMILES | influenza NS1A | M. tuberculosis | Salmonella PhoP GFP | inhibitors of VEEV | M. tuberculosis HTS | others
CCc1noc(C)c1C(=O)OCC(=O)NCc1ccccc1 | -24.1% | 2.5% | · | 1.0% | 9.7%
CC(=O)N/C(=N/c1nc(C)cc(C)n1)Nc1ccc(NC(C)=O)cc1 | 2.7% | -14.3% | 7.4% | 1.6% | -6.0%
CCCNc1c(F)c(F)c2c(C)c3ccccc3nc2c1F | 2.0% | 9.8% | -7.5% | 5.4% | 3.6%
COCCSc1nnc(NC(=O)CSc2ccccc2)s1 | 6.7% | 26.9% | 0.9% | 1.0% | -5.0%
Cc1onc(-c2c(Cl)cccc2Cl)c1C(=O)c1c[nH]c(C(=O)NCC2CCCO2)c1 (configuration not stated) | -2.5% | 11.7% | 5.9% | 10.6% | -6.2%
C=CCN(c1ccccc1)S(=O)(=O)c1cccc(C(=O)NCc2ccncc2)c1 | -4.4% | 16.4% | 0.6% | 1.0% | -7.8%
CCN1C(=O)C(CC(=O)Nc2cccc(C(C)=O)c2)S/C1=N\c1ccccn1 (configuration not stated) | -6.8% | -0.2% | -8.5% | 6.1% | -1.9%
N#Cc1ccc(NC(=O)C2CC(c3ccc(F)cc3)=NO2)cc1 (configuration not stated) | -0.2% | -11.2% | -1.2% | i | -0.7%
O=C(NC1CCN(C(=O)N2CCOCC2)CC1)c1ccccc1 | -5.9% | -2.1% | 15.4% | 5.1% | -3.9%
COc1ccccc1N1CCSC1C(N)=O (configuration not stated) | 0.9% | 0.5% | -3.6% | 1.0% | 3.2%
N#Cc1ccc(OCc2cccc(S(=O)(=O)N3CCOCC3)c2)cc1 | -4.5% | -14.5% | 3.7% | 8.6% | -8.0%
CCOC(=O)/C(=C\Nc1ccc(OC(F)(F)F)cc1)Sc1ncc(C(F)(F)F)cc1Cl | -4.5% | 1.2% | -3.9% | 1.3% | -2.1%
CC(C)CCNC(=O)c1onc(CSc2ccccn2)c1C(=O)NCCC(C)C | 0.7% | 34.9% | 6.6% | 2.0% | 67.3%
Cc1c(NC(C)c2cc(Cl)ccc2O)c(=O)n(-c2ccccc2)n1C (configuration not stated) | 12.6% | 15.9% | -0.5% | 0.9% | -6.3%
COC(=O)c1c(NS(=O)(=O)c2cccs2)sc2c1CCCC2 | -7.5% | 17.2% | -5.5% | i | -10.6% | inhibitors of VEEV 10K pilot screen=1.7
CCOC(=O)c1c(C)[nH]c(C)c1S(=O)(=O)NCC(=O)Nc1ccccn1 | 7.4% | -3.6% | 3.1% | 1.4% | -5.9%
CCOc1ccc(NC(=O)CN(C)C(=O)c2cc(S(=O)(=O)N3CCCCC3)ccc2C)cc1OCC | -16.7% | 20.8% | 4.9% | 2.0% | 48.9%
Cc1cc(C)c(OCC(=O)NCC(c2ccco2)N2CCCCC2)c(C)c1 (configuration not stated) | -4.4% | 11.5% | · | 1.7% | -8.1%
Brc1cccc(-c2nnc3sc(CNC4CCCC4)cn23)c1 | -2.9% | · | -12.6% | i | -9.7%

Compound activity as filed in PubChem BioAssay.
